Screens (PubChem BioAssay)
ERG-DNA inh: inhibitors of human ERG Ets domain-DNA interaction | P11308 | fluorescence polarization, His-ERG Ets domain / labelled DNA | Potency, µM (doses to about 76.9 µM), without a hit: top-dose FP activity, negative = inhibition, most hits filed as inhibitors | 370,000 tested, 0.028% active | AID 624246; active means well fitted inhibition curve with a large enough effect in the polarisation, with a control signal flat; inconclusive means small, poorly fitted or top-dose-only effect, or effect the other way, or a change in a side signal; inactive means no such curve, though single readings can be large or run the other way; the % refers to the polarisation;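 further: polarization taken with two DNA probes labelled with fluorescein and Texas red; potency means the concentration at half of the fitted maximal effect; % of control where 0% means no effect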
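His-tagged ERG Ets domain (1 uM in the protein solution; 300mM KCl, 50mM Tris-HCl, 1mM EDTA, 1mM DTT, pH 7.5) received compound, then a probe mix of 5 nM fluorescein-DNA and 100nM Texas-615-DNA. Fluorescence polarization was read for both dyes.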
D2 antag: antagonists of human D2 dopamine receptor | P14416 | HEK293 TREx D2 cells, calcium flux, dopamine EC80 | inhibition, % at 10 µM | 340,000 tested, 2% active | AID 485344; in the data active means inhibition above about 30%; further: 0% is about no effect
Target sequence (P14416 whole entry, looked up): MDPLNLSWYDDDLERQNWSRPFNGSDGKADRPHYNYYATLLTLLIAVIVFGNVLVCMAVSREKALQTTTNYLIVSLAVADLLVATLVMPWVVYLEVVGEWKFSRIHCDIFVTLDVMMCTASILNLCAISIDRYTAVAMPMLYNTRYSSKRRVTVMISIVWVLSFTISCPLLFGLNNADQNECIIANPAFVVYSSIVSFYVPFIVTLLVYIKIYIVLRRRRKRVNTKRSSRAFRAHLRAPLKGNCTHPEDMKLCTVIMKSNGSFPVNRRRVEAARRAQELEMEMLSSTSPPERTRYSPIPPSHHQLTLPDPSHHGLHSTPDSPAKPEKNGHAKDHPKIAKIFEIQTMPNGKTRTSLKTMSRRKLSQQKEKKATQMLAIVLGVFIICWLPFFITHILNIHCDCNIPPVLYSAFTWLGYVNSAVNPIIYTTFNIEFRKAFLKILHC
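Tetracycline-induced HEK293 T-REx cells expressing D2 force-coupled to calcium signalling were dye-loaded, exposed to compound for 180 s, then challenged with an EC80 of dopamine; calcium flux was followed kinetically for a further 180 s.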
Vif-A3G inh: blocks the Vif interaction with human APOBEC3G | Q9HC16 | HeLa A3G-eYFP + Vif (tagged APOBEC3G with the HIV-1 protein that degrades it), YFP fluorescence, overnight | Potency, µM (series often up to 46.1 µM), without a hit: at the top dose activity, negative = active, actives largely listed as inhibitors | 410,000 tested, 0.076% active | AID 602310;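 further: potency means the concentration at half of the fitted maximal effect; on the % scale 0 is the no-effect control and ±100 the full control effect; nearly all actives have a fitted effect of over 60% in size; hits raise eYFP signal because A3G escapes Vif-driven loss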
Target sequence (Q9HC16 whole entry, looked up): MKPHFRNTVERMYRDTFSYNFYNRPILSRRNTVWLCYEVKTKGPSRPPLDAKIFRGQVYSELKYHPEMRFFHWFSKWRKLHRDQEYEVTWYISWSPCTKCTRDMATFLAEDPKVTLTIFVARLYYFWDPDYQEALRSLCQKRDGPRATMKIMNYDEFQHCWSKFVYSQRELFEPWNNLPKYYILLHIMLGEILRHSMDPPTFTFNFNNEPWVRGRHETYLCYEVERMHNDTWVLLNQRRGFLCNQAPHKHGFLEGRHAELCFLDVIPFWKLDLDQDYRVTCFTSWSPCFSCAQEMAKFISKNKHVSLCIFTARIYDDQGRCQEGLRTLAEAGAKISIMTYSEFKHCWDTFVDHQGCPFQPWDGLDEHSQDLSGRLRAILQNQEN
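Read-out is eYFP fluorescence (Ex 488/Em 500-530) from Vif-expressing HeLa A3G-eYFP cells; more signal means A3G escaped Vif-mediated degradation. Cells plated overnight, compound pinned in, incubated overnight at 37 deg C.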
LDHA inh: inhibitors of human lactate dehydrogenase A; purified LDHA, NADH/diaphorase-resazurin fluorescence; stronger effect = lower value; AID 1347041; 480,000 tested, 0.15% active; activity change, % (values are at about 110 or 230 µM); P00338; in the data active means activity change below about -30%; inconclusive means mostly about -25% to -30%;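 further: plate controls were DMSO wells for no effect and wells without enzyme for full effect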
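LDH5 2 nM; NADH 0.06 mM, pyruvate 0.2 mM; 200 mM Tris pH 7.4, EDTA, Tween-20; 5 min RT. Detection: diaphorase 0.133 mg/mL + resazurin 37 µM, fluorescence ex540/em590 at 0 and 20 min; normalized to enzyme-free and DMSO wells.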
GRP78 ERSR act: inducers of ER stress response in human glioma cells. U87-MG GRP78 promoter luciferase reporter, 16 h. 420,000 tested, 0.02% active. Potency, µM, for the others: top-dose activation, hits mostly activators; further: potency means the concentration at half of the fitted maximal effect; series mostly up to about 76 µM; % of control where 0% means no effect; nearly all actives have a fitted effect of over 35% in size
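Stably transfected U87-MG glioma cells carrying a GRP78-based luciferase sensor; 16 h compound incubation. Luminescence end-point read 10 min after Bright-Glo addition at room temperature.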
Vif-APOBEC3F blk: inhibitors of Vif-A3F interaction; 390,000 tested, 0.2% active; HeLa A3F-eYFP + Vif (tagged APOBEC3F with the HIV-1 protein that degrades it), YFP fluorescence increase; AID 602313; Potency, µM (top dose mostly 46.1 µM), inactives show at the highest dose activity, negative = active; further: potency means the concentration at half of the fitted maximal effect; % of control where 0% means no effect; nearly all actives have a fitted effect of over 65% in size
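HeLa cells stably expressing Vif plus C-terminally eYFP-tagged A3F were seeded, incubated overnight at 37 deg C, dosed with compound, incubated overnight again at 37 deg C. Yellow fluorescence (Ex 488/Em 500-530) reported blocked Vif-mediated A3F-eYFP degradation.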
D2 ag: D2 dopamine receptor (human) agonism; P14416; HEK293 T-REx D2 cells, calcium flux agonist mode; activation, % at 2 µM; 340,000 tested, 0.53% active;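 active means activation over 3 SD above normal in the single-dose calcium agonist read, cut at about 30% in these data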; further: 0% is about no effect
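Tetracycline-induced HEK293 T-REx cells with force-coupled D2 receptor, plated overnight at 30 C, loaded with no-wash calcium dye. After a 10 s baseline, compound was pin-added and calcium flux read kinetically for 180 s; calcium rises flagged agonists.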
RGS4 inhibitor: inhibitors of human regulator of G protein signaling 4 | 390,000 tested, 0.039% active | Transcreener GDP fluorescence polarization, RGS4-accelerated GTP hydrolysis | Potency, µM (series often up to 114 µM), for the others: top-dose activity change, negative = inhibition, most hits filed as inhibitors | P49798 | AID 504845; further: potency means the concentration at half of the fitted maximal effect; on the % scale 0 is the no-effect control and ±100 the full control effect; nearly all actives have a fitted effect of over 75% in size; some results filed as inactive show a strong effect at the top dose
Target sequence (P49798 whole entry, looked up): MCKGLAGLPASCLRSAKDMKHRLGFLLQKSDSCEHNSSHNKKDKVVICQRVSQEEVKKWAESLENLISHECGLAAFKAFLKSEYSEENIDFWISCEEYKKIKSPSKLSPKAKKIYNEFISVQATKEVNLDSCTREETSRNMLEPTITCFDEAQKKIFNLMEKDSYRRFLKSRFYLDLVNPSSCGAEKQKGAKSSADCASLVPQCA
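MLSMR compounds (23 nl, pin-transferred) preincubated 10 min at room temperature with a 500nM (2x) first reagent, then RGS4 at 900nM (2x) plus Transcreener GDP mix added; fluorescence polarization (620/688 nm) read before and after 90 min at 30 °C.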
ALOX12 inh: blocks human arachidonate 12S-lipoxygenase. P18054. purified 12hLO, xylenol orange hydroperoxide absorbance. Potency, µM (titrated, usually from 108 µM), inactives show top-dose activity change, negative = inhibition, usual class: inhibitors. 580,000 tested, 1.1% active. AID 1671190; further: potency means the concentration at half of the fitted maximal effect; on the % scale 0 is the no-effect control and ±100 the full control effect
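Purified human 12hLO at 150 nM in 25 mM Hepes, 0.01% Triton X-100, pH 7.0, preincubated 15 min at room temperature with compound. Reaction started with 40 uM arachidonic acid, 30 min at room temperature. Hydroperoxide measured by Fe-xylenol orange, 573/405 nm absorbance ratio.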
An asterisk follows results filed as active; ? = inconclusive; / = no result given; [ ] = dose if it differs, or a comment. Unless noted, the call rests on the fitted dose curve; in most records, active means well fitted curve in the direction sought with a large enough effect; inconclusive means small, poorly fitted or top-dose-only effect, or another doubt; inactive means no such curve, though single readings can be large; an effect the other way counts as inactive or inconclusive.

Below each compound: Vif-A3G inh, ALOX12 inh, RGS4 inhibitor, ERG-DNA inh, GRP78 ERSR act, LDHA inh, D2 ag, D2 antag, Vif-APOBEC3F blk
1: Oc1c(C(c2cccs2)N2CCN(c3ccc(F)cc3)CC2)sc2ncnn12 (stereo not given)
 : -12%, 31%, -2%, 12%, -2%, 0, 0.8, -23, 0%
2: C=CCn1c(SCCOc2ccc(OC)cc2)nnc1C(NC(=O)c1ccc(OC)cc1)C(C)C (stereo not given)
 : 3%, -7%, -10%, 8%, -1%, 1, -0.3, -13, -14%
3: CC(C)(O)C#Cc1ccc(C(=O)N2CCCC(CNS(=O)(=O)c3cccs3)C2)o1 (stereo not given)
 : -3%, -8%, -11%, -4%, 3%, -11, 0.3, 10, 6%
4: C=CCn1cc(CN2CCC(C(=O)Nc3cccc(-c4cccc(F)c4)c3)CC2)c(C)n1
 : 3%, 0%, -17%, 0%, -2%, 0, -0.6, -11, 1%
5: COc1cc(C(=O)OCc2cccc(S(=O)(=O)N3CCOCC3)c2)ccc1OCC(C)C
 : 5%, 335%[activator], 18%, 2%, 4%, -3, 1.4, 7, 0%
6: COc1ccccc1Oc1ncnc2sccc12
 : -1%, -4%, 7%, 6%, 2%, -9, 2.3, -5, -14%
7: O=C(NCCN1C(=O)S/C(=C\c2cccnc2)C1=O)C1CC(=O)N(Cc2ccco2)C1 (stereo not given)
 : 0%, 2%, -23%, -7%, 3%, -4, -0.1, -6, 5%
8: O=C(Nc1ccc(F)cc1)c1cc(-c2ccncc2)nc2c(Cl)cccc12
 : -16%, 0%, -3%, 8%, -3%, -7, 0.3, -21, ?
9: Cc1ccsc1/C=N/NC(=O)c1nnn(-c2nonc2N)c1C
 : -7%, -1%, -17%, -6%, -2%, -3, 0.9, 25, 6%
10: Cc1cccc2c(N=Nc3ccc(S(=O)(=O)Nc4cccc(Cl)c4)cc3[N+](=O)[O-])c(O)[nH]c12
 : -2%, -3%, -25%, -6%, -3%, -3, -0.5, 4, 3%
11: CCOC(=O)C(=O)Nc1nc(-c2ccccc2)c(CC)s1
 : -1%, 0%[57.4 µM], -3%, 3%, -5%, -2, 1.2, 8, -8%
12: CCOC(=O)C1CCN(C(=O)COC(=O)c2ccc3[nH]c4c(c3c2)CCCC4)CC1
 : -2%, ?, -21%, -14%, -3%, -3, -0.3, -4, 1%
13: Cc1ccc(CN2CCC(n3nccc3NC(=O)CCOc3ccccc3)CC2)o1
 : 0%, 0%, 8%, -2%, -1%, -7, -0.3, 7, -6%
14: Cc1cc(Cl)ccc1OCCCC(=O)NCc1ccncc1
 : -1%, -7%, -5%, 8%, -4%, -1, -2.0, 3, -6%
15: O=C(CSc1nc2ccccc2o1)N/N=C/c1ccccc1
 : -4%, -3%, -4%, -3%, 4%, -5, -0.4, 13, 4%
16: COc1ccc(CCN(C)C(=O)C2CC(=O)N(Cc3ccc(C)cc3)C2)cc1OC (stereo not given)
 : -1%, 8%, 33%, -1%, -1%, -13, 0.5, 8, -13%
17: CCCCOc1cccc(C(=O)Nc2sc3c(c2C(=O)OCC)CCCC3)c1
 : 1%, -15%, -3%, 0%, 0%, 1, 1.2, /, -6%
18: CC1CC2(C)Oc3ccccc3CC2C(C)C1CNCCCN(C)C (stereo not given)
 : -5%, -21%, -6%, -11%, -10%, 2, /, /, 1%
19: CC(=O)Nc1cccc(C(=O)NC2CCCc3c2cnn3-c2cc(C)cc(C)c2)c1 (stereo not given)
 : -1%, ?, -4%, 2%, -2%, 0, /, /, 0%
20: O=C(O)c1ccc2c(c1)C(=O)N(c1nccs1)C2=O
 : 2%, -10%, 8%, 3%, -6%, -4, -0.2, -8, -1%

Rewritten with each value named: part of the list above
17: CCCCOc1cccc(C(=O)Nc2sc3c(c2C(=O)OCC)CCCC3)c1
- Vif-A3G inh: 1%
- ALOX12 inh: -15%
- RGS4 inhibitor: -3%
- ERG-DNA inh: 0%
- GRP78 ERSR act: 0%
- LDHA inh: 1
- D2 ag: 1.2
- D2 antag: /
- Vif-APOBEC3F blk: -6%

18: CC1CC2(C)Oc3ccccc3CC2C(C)C1CNCCCN(C)C (stereo not given)
- Vif-A3G inh: -5%
- ALOX12 inh: -21%
- RGS4 inhibitor: -6%
- ERG-DNA inh: -11%
- GRP78 ERSR act: -10%
- LDHA inh: 2
- D2 ag: /
- D2 antag: /
- Vif-APOBEC3F blk: 1%

19: CC(=O)Nc1cccc(C(=O)NC2CCCc3c2cnn3-c2cc(C)cc(C)c2)c1 (stereo not given)
- Vif-A3G inh: -1%
- ALOX12 inh: ?
- RGS4 inhibitor: -4%
- ERG-DNA inh: 2%
- GRP78 ERSR act: -2%
- LDHA inh: 0
- D2 ag: /
- D2 antag: /
- Vif-APOBEC3F blk: 0%

20: O=C(O)c1ccc2c(c1)C(=O)N(c1nccs1)C2=O
- Vif-A3G inh: 2%
- ALOX12 inh: -10%
- RGS4 inhibitor: 8%
- ERG-DNA inh: 3%
- GRP78 ERSR act: -6%
- LDHA inh: -4
- D2 ag: -0.2
- D2 antag: -8
- Vif-APOBEC3F blk: -1%

Continuation:
Below each compound: Vif-A3G inh, ALOX12 inh, RGS4 inhibitor, ERG-DNA inh, GRP78 ERSR act, LDHA inh, D2 ag, D2 antag, Vif-APOBEC3F blk
21: COc1ccc(C2OC[C@H]3O[C@H](O)[C@H](NC(C)=O)[C@@H](O)[C@@H]3O2)cc1 (stereo not given in full)
 : -1%, 11%, 8%, -4%, -4%, -7, 2.2, 53*, 15%
22: O=[N+]([O-])c1ccc(COc2ccc(-c3[nH]ncc3-c3ccc(Cl)cc3)c(O)c2)cc1
 : -12%, -23%, -12%, -3%, -6%, -13, -0.6, 9, 3%
23: Cc1cc(C(=O)OCC(=O)NCc2ccco2)c(C)o1
 : -2%, -13%, -31%, -47%, -5%, -9, 1.6, -6, -11%
24: Cc1cccnc1NC(=O)C(C)Oc1ccccc1 (stereo not given)
 : -5%, 467%[activator], -4%, 4%, -3%, -6, 1.3, 0, 0%
25: N#C/C(=C/c1ccc(C(=O)O)cc1)C(=O)NCc1ccccc1
 : -1%, -14%, 7%, -7%, -4%, -11, /, /, -4%
26: CC(NC(=O)c1ccncc1)C(c1cccs1)N1CCOCC1 (stereo not given)
 : 0%, 10%, 19%, /, -2%, 0, /, /, -6%
27: Cc1cc(C(=O)NC(C)CCc2ccccc2)ccc1[N+](=O)[O-] (stereo not given)
 : -8%, 0%, 9%, 9%, 2%, -1, 1.1, 6, 8%
28: CCOc1cc(/C=N/Nc2cccc(C(=O)O)c2)ccc1OC(=O)c1ccccc1
 : -7%, ?, -27%, -4%, -13%, -7, -0.7, -7, 6%
29: CCC(=O)N1N=C(c2cccc(NS(C)(=O)=O)c2)CC1c1cccs1 (stereo not given)
 : 1%, ?, 4%, /, -1%, -8, -0.1, 12, 4%
30: CCc1noc(C)c1C(=O)N1CCCSC1=Nc1ccccc1Cl
 : 0%, 25%, 0%, 3%, -2%, -2, -1.0, 16, -6%
31: c1ccc(NC2=NCCCCS2)cc1
 : 2%, 0%, -7%, 5%, -2%, -7, 0.9, -5, -5%
32: O=C(c1ccccc1)N(Cc1nc2ccccc2c(=O)[nH]1)C1CCCCC1
 : -9%, -11%, 44%, -4%, -5%, -9, -1.2, -3, 1%
33: Cc1nc(NC(=O)CSc2nnnn2Cc2ccccc2)sc1C
 : 0%, 0%, -18%, -1%, 4%, -6, -0.3, 11, 1%
34: CCc1nnc(NC(=O)C(=O)c2cc(C)n(-c3ccccc3)c2C)s1
 : 1%, ?, 21%, 1%, -9%, -3, -1.4, /, -8%
35: O=C(c1cc(-c2ccccc2)on1)N1CCCC1
 : 0%, -29%, 2%, /, 0%, -9, 2.0, -18, -4%
36: Cn1c(SCC(=O)N2CCN(c3cccc(Cl)c3)CC2)nnc1-c1ccncc1
 : 1%, 0%, -10%, 7%, -2%, 2, 1.2, -15, -1%
37: CC1(C)Oc2ccc3ccc(=O)oc3c2C(/C=N/O)=C1Cl
 : -5%, -1%, -12%, 11%, -3%, -7, 0.6, 8, -12%
38: C=CCc1cc(Cl)ccc1OCCNCCOC
 : 0%, -21%, 13%, 0%, -3%, -18, 0.2, 55*, -8%
39: O=C(NCc1ccccc1)N1CCC(c2nc3ccccc3[nH]2)CC1
 : 2%, 5%, 9%, -11%, -4%, -5, 0.3, -8, 0%
40: Cc1occc1-c1nnc(SCC(=O)Nc2nccs2)n1CCc1ccccc1
 : -1%, ?, -16%[11.4 µM], -2%, -2%, 0, -0.9, -8, 5%
41: Cc1cc(Oc2ccc(Cl)cc2)nc(-c2ccccc2O)n1
 : 0%, 7%, -5%, -1%, 1%, -3, -1.9, 3, -2%
42: COc1ccccc1NS(=O)(=O)c1ccc(C(=O)NCC(c2ccc(F)cc2)N2CCOCC2)cc1 (stereo not given)
 : -3%, 0%, -2%, -6%, -5%, -11, /, /, -15%
43: O=c1nc(N2CCCC2)nc(N2CCCC2)[nH]1
 : -4%, 0%, -12%, 3%, -4%, -7, 0.4, -1, 19%

A portion of the library; count on the stated rates, not on these rows.
